# GAA spleen mod: inhibitors or activators of human alpha-glucosidase in spleen homogenate; P10253; Potency, µM (series often up to 79.9 µM), without a hit: top-dose activity change, negative = inhibition, hits mostly inhibitors; hit rate 0.006% among 240,000; human spleen homogenate, 4-MU-alpha-glucoside fluorescence;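 further: 0% = enzyme with vehicle and -100% = no enzyme basal signal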
#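 Human spleen homogenate (1 ug) with 4-methylumbelliferyl-alpha-D-glucopyranoside (1 mM final) in 50 mM citrate/phosphate pH 5.0, 0.01% Tween-20; 40 min at 37 C. Stopped at pH 10; 4-MU fluorescence Ex 365/Em 440 nm; AC50 by Hill fit.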
# Epigenetic derep: epigenetic control regulation, reporter derepression; Potency, µM (top dose mostly 53.9 µM), for the others: at the highest dose GFP activation, most hits filed as activators; hit rate 0.2% among 280,000; murine LDR cells, GFP reporter derepression, 30 h; further: % of control where 0% means no effect; nearly all actives have a fitted effect of over 60% in size
#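 GFP-positive cell count by laser-scanning cytometry (objects 20–120 um) after 30 h, 37 C compound exposure of murine LDR cells; reporter is CMV-GFP integrated at a silenced locus, inducible by HDAC or DNMT inhibitors.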
# GLA spleen mod: inhibitors or activators of human alpha-galactosidase in spleen homogenate. human spleen homogenate, 4MU-alpha-Gal fluorescence, 40 min. Potency, µM (top dose mostly 80 µM), inactives show at the highest dose activity change, negative = inhibition, usual class: inhibitors. P06280. AID 2107. hit rate 0.008% among 240,000;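 further: 0% = enzyme with vehicle and -100% = no enzyme basal signal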
#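 Human spleen homogenate (1 ug) was the enzyme source, with 4-methylumbelliferyl-alpha-D-galactopyranoside (1 mM final) in pH 5.0 citrate buffer with 0.01% Tween-20. Compounds were titrated; after 40 min at 37C, NaOH/glycine stop, 4-MU fluorescence read; AC50 from Hill fits.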
# NPSR antag: neuropeptide S receptor (human) antagonism, cAMP; Q6W5P4; CHO-NPSR cells, cAMP TR-FRET, antagonist mode; Potency, µM (highest dose often 38.3 µM), without a hit: top-dose activity change, negative = inhibition, actives largely listed as inhibitors; hit rate 1% among 220,000; further: on the % scale 0 is the no-effect control and ±100 the full control effect; nearly all actives have a fitted effect of over 50% in size; many of its hits are not listed in these tables
# Target sequence (Q6W5P4 whole entry, looked up): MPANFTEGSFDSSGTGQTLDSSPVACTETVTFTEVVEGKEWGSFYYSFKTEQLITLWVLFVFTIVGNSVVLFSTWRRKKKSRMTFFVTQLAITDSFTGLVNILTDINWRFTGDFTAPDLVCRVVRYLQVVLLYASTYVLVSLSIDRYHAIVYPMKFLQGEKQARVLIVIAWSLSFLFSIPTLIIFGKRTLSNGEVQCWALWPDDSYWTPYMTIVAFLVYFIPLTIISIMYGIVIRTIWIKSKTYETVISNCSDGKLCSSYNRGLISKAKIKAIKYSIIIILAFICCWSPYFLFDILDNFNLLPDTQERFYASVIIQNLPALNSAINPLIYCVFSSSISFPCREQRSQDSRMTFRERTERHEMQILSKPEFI
# Tau fluor counter: counter-screen for tau fibril formation inhibitors; Potency, µM (top dose mostly 57.7 µM), for inactives: top-dose activity change, negative = decrease; tau K18 P301L (four-repeat tau fragment) Alexa594 fluorescence, heparin fibrillization; AID 1463; hit rate 0.93% among 280,000; further: on the % scale 0 is the no-effect control and ±100 the full control effect; nearly all actives have a fitted effect of over 55% in size
#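 Human K18 P301L tau (15 uM unlabeled plus 0.24 uM Alexa 594-labeled, final) in 100 mM sodium acetate pH 7 was mixed with compound and 20 uM heparin and incubated 6 hr at 37 C.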
# ALDH1A1 inh: blocks purified human ALDH1A1 activity | P00352 | Purified ALDH1A1, NADH fluorescence, propionaldehyde substrate | Potency, µM (highest dose often 75.3 µM), without a hit: top-dose activity, negative = inhibition, usual class: inhibitors | hit rate 7.3% among 220,000; active means well fitted inhibition curve with a large enough effect, not every such curve was filed as active; inconclusive means small, poorly fitted or top-dose-only effect, or another doubt; inactive means no such curve, though single readings can be large or run the other way;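 further: plate controls were no enzyme wells and a reference inhibitor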
# Target sequence (P00352 whole entry, looked up): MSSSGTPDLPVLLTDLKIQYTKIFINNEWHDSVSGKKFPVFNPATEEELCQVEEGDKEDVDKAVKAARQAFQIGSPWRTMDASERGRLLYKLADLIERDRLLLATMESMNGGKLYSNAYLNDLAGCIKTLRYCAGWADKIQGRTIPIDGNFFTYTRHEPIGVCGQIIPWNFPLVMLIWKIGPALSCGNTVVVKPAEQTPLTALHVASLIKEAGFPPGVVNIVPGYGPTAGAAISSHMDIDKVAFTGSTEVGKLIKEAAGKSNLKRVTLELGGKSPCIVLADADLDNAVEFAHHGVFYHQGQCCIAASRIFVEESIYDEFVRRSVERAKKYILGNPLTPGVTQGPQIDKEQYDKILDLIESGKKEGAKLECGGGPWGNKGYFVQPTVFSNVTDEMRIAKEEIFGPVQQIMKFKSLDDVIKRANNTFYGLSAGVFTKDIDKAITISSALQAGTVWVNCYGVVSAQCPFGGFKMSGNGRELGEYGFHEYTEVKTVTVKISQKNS
# GAA glycogen: GAA glycogen-cleavage inhibition or activation | P10253 | recombinant GAA, glycogen substrate, Amplex Red glucose oxidase fluorescence | Potency, µM (highest dose often 76.4 µM), for the others: top-dose activity change, negative = inhibition, usual class: inhibitors | hit rate 0.38% among 300,000 | AID 2100;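 further: 0% = full enzyme reaction and -100% = no-enzyme basal signal; the screen sought inhibitors and activators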
#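 qHTS, 1536-well; enzyme 4 nM final; cpd up to 77 uM; substrate bovine liver glycogen 30 ug; 50 mM citrate/phosphate pH 5.0, 0.01% Tween-20; 37 C, 40 min; Amplex Red detection 45 min RT; Hill fit → AC50.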
# GAA inhib: blocks human lysosomal alpha-glucosidase | hit rate 0.005% among 200,000 | purified human GAA, 4-MU-alpha-glucoside fluorescence | P10253 | Potency, µM (series often up to 76.9 µM), for the others: top-dose activity change, negative = inhibition, hits mostly inhibitors | AID 1466;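 further: plate controls were uninhibited enzyme wells for no effect and no-enzyme background for full effect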
#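 Compounds are titrated up to 77 uM against 4 nM human enzyme. Substrate 4-methylumbelliferyl-alpha-D-pyranoside (400 uM) reacts 20 min at room temperature in pH 5.0 buffer; liberated 4-methylumbelliferone is read at 440 nm.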
# * hit, by the source's call; u = inconclusive; x = no result given; & = joins results of further samples; [ ] = remark or other dose. Unless noted, the call rests on the fitted dose curve; in most records, active means well fitted curve in the direction sought with a large enough effect; inconclusive means small, poorly fitted or top-dose-only effect, or another doubt; inactive means no such curve, though single readings can be large; an effect the other way counts as inactive or inconclusive. Potency means the concentration at half of the fitted maximal effect. Some of the compounds tested; the hit share may differ from the screen's.
SMILES,GAA spleen mod,Epigenetic derep,GLA spleen mod,NPSR antag,Tau fluor counter,ALDH1A1 inh,GAA glycogen,GAA inhib
Cc1ccc(C(=O)N/C(=C/c2ccccc2)C(=O)NC(Cc2ccccc2)C(=O)O)cc1 (configuration not stated),5.0%,-1.1%,8.4%,17.2%,2.5%,-9.3%,-5.4%,-13.2%
Oc1cc(O)c2c(c1)O[C@H](c1ccc(O)c(O)c1)[C@@H](O)C2,-1.0%&-5.4%&-0.9%,-1.2%&1.0%&0.0%,5.4%&-10.3%&6.0%,u,u,u,u,x
O=C(CC1Sc2ccccc2NC1=O)Nc1cccc(C(=O)O)c1 (configuration not stated),2.4%,-1.0%,6.0%,7.9%,-7.2%,6.4%,13.1%,-0.3%
CNC[C@H](O)[C@H](O)[C@H](O)[C@H](O)CO,11.6%[29.1 µM],0.0%[16.9 µM],20.4%[29.1 µM],x,x,-3.7%[20.9 µM],x,x
CCCCCNc1nc(NCCCO)c(C#N)c2c1CN(C)CC2,-2.5%,0.7%,5.3%,1.8%[46.1 µM],-14.6%,u,0.7%,u
COc1ccccc1-n1c(SCC(=O)N2CCCCC2)nc2cccnc21,6.0%,3.1%,8.0%,-14.7%[46.1 µM],-3.5%,u,-7.4%,-12.8%
O=C(c1ccncc1)N(c1ccc2oc3c(c2c1)CCCC3)S(=O)(=O)c1cccc([N+](=O)[O-])c1,-10.2%,-1.1%,-25.8%,17.8%,u,u,-10.0%,1.4%
CCOC(=O)N1CCN(C(=O)C2CCN(S(=O)(=O)c3cc(C)ccc3OC)CC2)CC1,-1.6%,-0.2%,9.6%,1.7%,0.7%,8.0%,-0.5%,-9.3%
COC(=O)C/C=C\[C@@H](C)[C@@H]1C=C[C@H](OC(C)=O)[C@H](COC(C)=O)O1,1.0%[17.4 µM],1.1%[10.1 µM],-2.4%[17.5 µM],x,-1.4%[11.6 µM],-8.9%[13.5 µM],x,x
CC(=O)OC1CC(O)C(C)(C)C2CC(OC(C)=O)[C@]3(C)C(CC[C@@]4(C)C(c5ccoc5)OC(=O)C5OC534)[C@]12C (some centres not stated),1.7%,1.1%,9.1%,x,-8.3%,5.5%,x,x
Cn1nc(C(F)(F)F)cc1-c1ccc(S(N)(=O)=O)s1,-6.2%,-0.3%,2.2%,-6.4%[7.67 µM],-8.1%,x,-1.3%,x
COc1ccc(CNc2cc([N+](=O)[O-])ccc2OC)cc1,-7.3%,-0.2%,2.7%,-18.5%[46.1 µM],u,-3.6%,-6.2%,-2.8%
COC(=O)c1cc(=O)nc2sc(-c3ccccc3)nn12,-2.0%,0.9%,-3.7%,-11.7%[46.1 µM],-6.7%,u,4.0%,3.9%
CN1C(=S)SC(/[N+]([O-])=C\c2ccco2)C1(C)C (configuration not stated),-4.5%,3.9%,0.5%,-33.4%[46.1 µM],3.3%,-2.4%,-2.9%,-5.1%
CCCCC1=CC2=C(OC(C)=O)C(=O)C(C)(OC(=O)CCC(=O)OC)C(=O)C2=CO1 (configuration not stated),-5.4%,0.0%,-0.6%,x,-17.9%,0.1%,x,x
Cc1nc2nc(SCC(=O)O)nn2c(C)c1Cc1ccccc1Cl,0.6%,-3.3%,3.1%,2.8%,-4.8%,-5.9%,5.1%,0.5%
COc1ccc(NC(=O)c2oc3ccccc3c2C)c(OC)c1,-9.6%,0.0%,7.6%,-19.8%[46.1 µM],-14.4%,u,-0.8%,3.0%
O=C1NC2(CCCCC2)N(C(=O)c2ccccc2)C2=C1CCCC2,-1.4%,-2.1%,-5.2%,-3.3%,-5.2%,u,1.2%,3.0%
O=C(O)c1coc2ccccc12,-1.4%,-7.6%,0.6%,4.0%[46.1 µM],0.7%,10.1%,-9.9%,-0.1%
Cc1ccc(-c2c(C)c(-c3ccc(F)cc3)nc(N)c2C#N)o1,-4.2%,-1.3%,5.6%,-34.8%[46.1 µM],-8.9%,u,5.7%,5.0%
O=C1NCCc2cc3c(cc21)OCO3,-3.3%,1.2%,-4.1%,1.4%[46.1 µM],-2.8%,3.6%,3.8%,2.6%
CCCCCCn1c(NCC)nc2c1c(=O)n(C)c(=O)n2C,-9.2%,-3.2%,-29.5%,-4.7%[46.1 µM],-6.6%,6.9%,6.6%,-6.8%
Cc1oc(-c2cccc(Cl)c2)[n+]([O-])c1C,3.9%,1.4%,4.0%,0.6%[46.1 µM],2.4%,u,1.9%,-4.9%
Cn1ccnc1Sc1ccc(C(N)=O)cc1[N+](=O)[O-],-3.6%,-1.9%,2.4%,11.1%,-0.8%,7.4%,2.2%,-6.4%
Cc1nc2ccccc2c(=O)n1NC(=O)COc1ccccc1,-4.8%,0.9%,-1.0%,7.2%[46.1 µM],6.4%,3.9%,-1.1%,0.8%

# Reformatted with two lines to a compound: 3 of the compounds above.
# Results follow in this order: GAA spleen mod, Epigenetic derep, GLA spleen mod, NPSR antag, Tau fluor counter, ALDH1A1 inh, GAA glycogen, GAA inhib
- Cn1nc(C(F)(F)F)cc1-c1ccc(S(N)(=O)=O)s1
    -6.2%, -0.3%, 2.2%, -6.4%[7.67 µM], -8.1%, x, -1.3%, x
- COc1ccc(CNc2cc([N+](=O)[O-])ccc2OC)cc1
    -7.3%, -0.2%, 2.7%, -18.5%[46.1 µM], u, -3.6%, -6.2%, -2.8%
- COC(=O)c1cc(=O)nc2sc(-c3ccccc3)nn12
    -2.0%, 0.9%, -3.7%, -11.7%[46.1 µM], -6.7%, u, 4.0%, 3.9%

# (listing goes on)
SMILES,GAA spleen mod,Epigenetic derep,GLA spleen mod,NPSR antag,Tau fluor counter,ALDH1A1 inh,GAA glycogen,GAA inhib
Cc1nn(Cc2ccc([N+](=O)[O-])cc2)c(=O)n1-c1ccccc1Cl,x,1.5%,2.1%,0.6%,-2.2%,u,1.9%,-2.2%
CCOC(=O)c1cnc2ccc(C)cc2c1Sc1ccccc1C(=O)OC,4.1%,-2.1%,-20.8%,u,-17.8%,u,-2.6%,2.3%
CSc1nc(C)[nH]c(=O)c1C#N,5.9%,1.1%,11.4%,-14.5%,-2.5%,11.9%,-1.1%,u
O=C1CN(C(=O)CSc2nnc(Nc3ccccc3)s2)c2ccccc2N1,-5.5%,6.7%,3.1%,5.0%,-21.0%,28.2µM*,-8.8%,3.0%
CCOC(=O)C1(CCc2ccccc2)CCN(C(=O)c2cccc(C)n2)CC1,0.8%,-2.3%,5.5%,22.8%,-5.0%,-16.7%,-1.9%,x
COc1ccc(-c2nc3c4c(ncn3n2)-c2ccccc2CC42CCCC2)cc1,4.3%,-3.0%,5.7%,16.7%,-10.7%,3.8%,1.9%,-2.1%
CN1CCN(C(=O)N2c3ccccc3CCc3ccccc32)CC1,3.1%,0.0%,4.5%,0.8%,0.5%,-5.0%,-11.9%,-18.0%
COc1ccc2oc(C(=O)OCC(=O)NC(=O)NC(C)C)c(C)c2c1,-19.0%,-6.1%,1.5%,-24.5%[46.1 µM],-17.9%,u,-2.3%,-0.6%
CCCNC(=O)Cc1c(O)c2ccccc2[nH]c1=O,-6.8%,2.6%,-11.4%,-7.2%[46.1 µM],-6.5%,u,0.2%,7.8%
CCOc1cccc2sc(=NC(=O)c3ccco3)n(CC(=O)OC)c12,5.0%,-1.7%,0.8%,-15.3%,-1.9%,x,0.6%,x
CC1=C(C(=O)Nc2ccccc2C)C(c2ccc(C)o2)NC(=S)N1 (configuration not stated),2.8%,0.0%,-12.5%,11.4%[46.1 µM],-2.1%,u,3.8%,1.9%
O=c1c2sc(-c3ccccc3)cc2nc2n1CCC2,0.7%,-2.0%,5.0%,-11.7%[46.1 µM],1.0%,-12.8%,-2.4%,3.9%
COc1cc(O)c(C(=O)/C=C\c2ccc3c(c2)OCO3)c(OC)c1,-1.9%[17.4 µM],0.0%[10.1 µM],-12.5%[17.5 µM],x,-13.2%[11.6 µM],-2.8%[13.5 µM],x,x
Cc1cccc(-c2noc(CN(C(=O)C34CC5CC(CC(C5)C3)C4)C(C)C)n2)c1,-8.1%,1.2%,7.8%,u,-15.0%,6.6%,-4.3%,-2.2%
S=C(c1c[nH]c2ccccc12)N1CCOCC1,1.3%,-5.4%,-5.3%,10.1%,-1.5%,20µM*,11.8%,u
Cc1noc(C(=O)Nc2cccc(O)c2)c1Cl,-0.3%,1.8%,9.3%,12.2%,1.8%,x,3.0%,x
Cc1cccc(N2CCN(C(=O)NCc3ccc(Cl)cc3)CC2)c1,0.6%,-1.0%,3.9%,5.7%[46.1 µM],-10.0%,5.2%,1.6%,5.1%
CCc1ccc(OCc2nc(-c3ccccn3)no2)c(Br)c1,-7.5%,2.4%,-2.3%,-0.9%[46.1 µM],-27.1%,-0.1%,-2.7%,-9.5%
N#Cc1ccc2c(c1)N(CCCN1CCC(O)CC1)c1ccccc1S2,7.6%,0.0%,5.5%,x,-13.6%,0.7%,x,x
CCOC(=O)Cn1nnc2c(sc3nc4c(c(-c5ccccc5)c32)CCC4)c1=O,-1.1%,-1.5%,-3.0%,u,-10.3%,u,-6.0%,-2.0%
Cc1ccc(S(=O)(=O)N2CCCN(c3nccc(C(F)(F)F)n3)CC2)cc1,-6.0%,-2.7%,4.9%,1.1%,-3.7%,x,-3.1%,x
Cc1nn(C(=O)c2c(-c3ccccc3)noc2C)c(C)c1N=Nc1cc(C(F)(F)F)cc(C(F)(F)F)c1,-1.7%,-1.1%,7.6%,0.5%,-16.1%,x,-6.9%,x
C=CCSc1nc2ccsc2c(=O)n1-c1cccnc1,5.4%,-0.5%,4.4%,4.6%,-5.1%,-0.9%,4.1%,-10.8%
Clc1ccc(-c2nnsc2SCc2ccccc2)cc1,-0.6%,-0.9%,2.1%,-15.9%[46.1 µM],-17.4%,2.9%,5.1%,-7.3%
CCc1sc(C(=O)NCc2cc(C)n(C)n2)cc1Br,-2.1%,0.4%,2.2%,6.0%[46.1 µM],1.6%,u,-0.3%,4.6%
O=C(COC(=O)c1cc(-c2ccco2)nc2ccccc12)NCc1ccc2c(c1)OCO2,4.5%,0.0%,5.3%,-3.9%[46.1 µM],-24.4%,u,0.4%,8.8%
CCOC(=O)c1ccc(N2CN(CCc3ccccc3)CNC2=S)cc1,-13.2%,0.0%,-11.4%,-0.2%[46.1 µM],-8.3%,-5.4%,-10.3%,-0.7%
CCCn1nc(C(=O)Nc2cc(C(=O)OC)ccc2C)c2ccccc2c1=O,1.5%,0.0%,-1.4%,1.6%[46.1 µM],-3.0%,8.8%,5.5%,-0.9%

# Screening data: PubChem, National Center for Advancing Translational Sciences (NCATS)
